# Assay outcomes from PubChem BioAssay.
# GBA activity up – increases beta-glucosidase activity in Gaucher fibroblasts | hit rate 0.44% among 30,000 | L444P Gaucher fibroblasts, 4-MU-glucoside fluorescence, 3 days | activation, % at 10 µM | P04062; in the data active = activation above about 65%;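 also: 0% = vehicle wells and 100% = positive control wells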
# Target sequence (P04062 whole entry L483P): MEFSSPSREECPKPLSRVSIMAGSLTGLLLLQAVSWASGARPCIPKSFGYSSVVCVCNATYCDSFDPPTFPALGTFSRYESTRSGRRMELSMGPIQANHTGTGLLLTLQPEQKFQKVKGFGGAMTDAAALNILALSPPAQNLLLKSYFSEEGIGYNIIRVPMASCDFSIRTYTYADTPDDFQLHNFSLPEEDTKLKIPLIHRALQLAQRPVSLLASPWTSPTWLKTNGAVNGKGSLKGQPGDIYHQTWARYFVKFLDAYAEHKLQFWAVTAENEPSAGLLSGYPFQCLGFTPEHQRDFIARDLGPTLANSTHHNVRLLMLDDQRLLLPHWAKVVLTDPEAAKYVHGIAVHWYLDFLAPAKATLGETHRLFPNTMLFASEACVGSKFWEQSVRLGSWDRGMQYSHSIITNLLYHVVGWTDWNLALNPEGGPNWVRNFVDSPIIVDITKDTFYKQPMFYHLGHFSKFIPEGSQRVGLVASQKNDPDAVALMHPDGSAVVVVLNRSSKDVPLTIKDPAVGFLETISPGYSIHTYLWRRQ
# * hit, by the source's call.
SMILES,GBA activity up
O=C(O)C1CSC2c3ccccc3C(=O)N12 (stereo not given),-7
N#CC1=C(N)N2C(=C(C#N)C13CCCCC3)SC1CCCCC12O (stereo not given),-21
O=C(COc1ccc(S(=O)(=O)NCc2ccccc2)cc1)NCC1CCCO1 (stereo not given),-12
Cc1ccc(NCc2nnc3n2CCCCC3)cc1,2
Clc1cccc(N2CCN(CCNc3nc4ccccc4n4cnnc34)CC2)c1,11
O=C(COC(=O)c1cnccn1)c1ccc2c(c1)CCCC2,-4
O=C(Cc1coc(-c2ccc(F)cc2)n1)Nc1ccccc1,-7
c1ccc(-c2nnc(SCc3nc4ccccc4[nH]3)n2Cc2ccco2)nc1,-47
Cc1ncoc1C(=O)NCc1ccccc1Cl,-9
N=c1c2c(-c3ccccc3)c(-c3ccccc3)oc2ncn1CCN1CCOCC1,10
COc1ccc(CN(Cc2ccccn2)C(=O)CN2C(=O)C(C)Oc3ccccc32)cc1 (stereo not given),3
O=C(Cc1ccccc1F)Nc1nc(-c2cccs2)cs1,1
Cc1nonc1NC(=O)CSc1nc2cc(Cl)ccc2c2c1CCCC2,62
COc1ccc(C(=O)COC(=O)CN2CC(=O)Oc3ccccc32)cc1Br,-40
CCN(CC)CCCNC(=O)c1nn(-c2cccc(OC)c2)c(=O)c2ccccc12,41
O=C(c1cc2cc(Br)ccc2oc1=O)N1CCN(c2ccccn2)CC1,-38
CC(=NCCc1ccccc1)C1=C(O)CSC1=O,-15
OC1(c2ccccc2F)CCN(Cc2nnnn2CCc2ccccc2)CC1,-6
O=C1CC(N(Cc2ccc3c(c2)OCO3)C(=O)Nc2ccc(F)cc2)C(=O)N1c1ccccc1 (stereo not given),-21
CSc1nc(C)cc(OCNC(=O)c2cccs2)n1,1
CCCC(=O)N1CCN(S(=O)(=O)c2cc(Cl)ccc2OC)CC1,-40
Cc1ccc(OCC(=O)N2CCN(C(=O)c3cccs3)CC2)cc1,-21
CCOC(=O)c1oc2ccc(Br)cc2c1CSc1nnc(C)s1,-6
Cn1c(SCC(=O)Nc2ccc3c(c2)OCCO3)nnc1-c1ccco1,-25
CC(C)Cn1cc(C(=O)N2CCOCC2)c2c3ccccc3n(C)c2c1=O,-6
COc1ccc(Cc2nnc(SCC(=O)NCc3ccco3)o2)cc1,-3
CC(=O)c1ccc(-n2nnnc2SCC(=O)N2CCN(C(=O)c3ccco3)CC2)cc1,-19
Cc1noc(C)c1S(=O)(=O)N1CCCC(C(=O)NCCc2ccc(Cl)cc2)C1 (stereo not given),0
Cc1cccc(C(C)C)c1NC(=O)c1cccnc1,-15
COc1cc(OC)c(C2N(c3ccccn3)C(=O)C3CCCN32)cc1OC (stereo not given),-54
O=C(NCc1nc(-c2ccccc2)no1)c1ccc2c(c1)OCO2,-2
O=C(CSc1nnc(-c2cccs2)o1)N1CCOCC1,4
COc1ccc2[nH]c3c(c2c1)CN(C)CC3,-5
Cc1[nH]c(=O)[nH]c(=O)c1NS(=O)(=O)c1ccc2c(c1)CCCC2,-7
CCNC(=O)COC(=O)COc1ccc(Cl)cc1C,4
O=[N+]([O-])c1cccc2cn[nH]c12,-16
O=C(O)c1cc(NCc2cccs2)ccc1N1CCOCC1,4
CCC1Sc2ccccc2N(CC(=O)NCCC(C)C)C1=O (stereo not given),-6
CCn1c(=O)cc(SCC(=O)NCCN2CCN(Cc3ccccc3)CC2)c2ccccc21,-55
COc1cc(C(=O)NCc2ccco2)c(Br)c(OC)c1OC,1
NC(=O)CSc1nnc(Cc2csc(Nc3ccccc3)n2)n1Cc1ccccc1,10
CC(Oc1ccccc1)C(=O)NCc1cccnc1 (stereo not given),-5
CCOC(=O)c1cc(-c2ccccc2)n(CC(=O)O)c1C,-39
Cn1c(=O)c2cc(NCc3ccccc3)nnc2n(C)c1=O,3
COc1ccc(C(CC(=O)O)NC(=O)c2ccco2)cc1OC (stereo not given),3
COc1cccc(C(=O)Nc2nnc(C(C)C)s2)c1,3
Cc1ccc(S(=O)(=O)N2CCN(C(=O)CN3C(=O)NC4(CCOc5ccccc54)C3=O)CC2)cc1 (stereo not given),-36
CN(C)CCn1c(C(=O)Nc2ccccc2)cc2ccccc21,-22
CCc1ccc(N(CC(=O)NC)S(C)(=O)=O)cc1,-2
O=C(CCCc1c[nH]c2ccccc12)N1CCN(S(=O)(=O)c2cccs2)CC1,47
CCC1CCCCN1CCn1c(=S)[nH]c2cc(OC)c(OC)cc2c1=O (stereo not given),-23
Cc1ccc2c(c1)N(CC(=O)NC1CCC(C)CC1)C(=O)CO2 (stereo not given),-18
CC(=O)Nc1c(O)nc(SCC(=O)Nc2nnc(CC(C)C)s2)[nH]c1=O,0
Cc1ccccc1-c1nc(CS(=O)CC(=O)NCCCN(C)c2ccccc2)c(C)o1 (stereo not given),-24
CCC(CC)C(=O)Nc1cccc(C(=O)NCc2ccco2)c1,12
O=C(CN1CCN(c2ccccc2)CC1)N1CCN(c2ccccc2)CC1,-30
O=C(CCc1ccc(S(=O)(=O)N2CCOCC2)cc1)NCCc1ccccn1,-12
O=C(O)CSc1nnc(-c2cccs2)n1-c1ccc(Cl)cc1,-19
O=C(NCc1ccccn1)c1cc(S(=O)(=O)N2CCN(c3ccccc3)CC2)ccc1Cl,1
COCCN(C(=O)C(C)C)c1nnc(-c2cccc(C)c2)s1,-48

# (list continues)
SMILES,GBA activity up
CCN(CC)c1ncccc1C(=O)NCc1cccs1,12
O=C(c1c(Cl)nc2sccn12)N1CCCc2ccccc21,-25
COC(=O)c1ccc(NC(=O)c2ccc3c(c2)OCO3)cc1,-3
Cc1[nH]n(-c2ccccc2)c(=O)c1S(=O)(=O)c1ccccc1,-14
O=C(COc1ccccc1)NC1CCN(Cc2ccccc2)CC1,-1
COc1cccc(C2NC(CC(C)C)(C(=O)O)C3C(=O)N(Cc4ccccc4)C(=O)C23)c1O (stereo not given),-1
C=CCN1C(=O)/C(=C2/Sc3ccccc3N2CCCS(=O)(=O)O)SC1=S,-1
COc1cc(NC(=O)c2c(F)cccc2F)nc(OC)n1,-19
O=C(Nc1cccc(C(=O)N2CCOCC2)c1)c1cccnc1,-22
Clc1ccc(OCc2cn3cccnc3n2)c2ncccc12,-8
O=S1(=O)CCC(S(=O)(=O)N2CCCCCC2)C1 (stereo not given),-28
CCn1c(=O)cc(OCC(=O)Nc2cc(C)ccn2)c2ccccc21,-45

# New compounds follow
compound,GBA activity up
Cc1ccc2c(c1)CCCN2C(=O)C1CCCO1 (stereo not given),-52
COc1cccc(CN2C(=O)C3(C(C#N)=C(N)OC4=C3C(=O)CCC4)c3ccccc32)c1 (stereo not given),-18
CN1C(=O)NC(c2ccc(O)cc2)C(C(=O)c2cccs2)C1(O)C(F)(F)F (stereo not given),-8
Cc1ccccc1CS(=O)(=O)Cc1ccc(C(=O)NCCCN2CCOCC2)o1,23
CSc1nc(NCc2ccco2)c2c3c(sc2n1)CN(C)CC3,-7
COc1ccccc1CNC(=O)C(C)NS(=O)(=O)c1ccc(C)cc1 (stereo not given),-15
O=S(=O)(c1ccc2ccccc2c1)n1cnc2ccccc21,-3
Cc1nc(SCC(=O)N2CCOCC2)c2ccsc2n1,-2
COc1cccc(C2=Nn3c(nnc3-c3ccccc3O)SC2)c1,-22
COc1ccccc1Cn1nnc2c(=O)[nH]c(C3CCN(C(=O)c4ccccc4Cl)CC3)nc21,-24
CC1(CCC#N)N=C(SCCC#N)N(c2ccccc2)C1=O (stereo not given),-21
CC1(C)CC(=O)c2cc(OCC(=O)N3CCN(c4ccccc4F)CC3)ccc2O1,1
Cc1ccc(NC(=O)CCSc2nnnn2-c2ccc3c(c2)OCO3)cc1C,-5
Cc1c(C(=O)N2CCN(c3ccccc3F)CC2)sc2nc(-c3ccccc3)cn12,12
O=C(c1ccc(S(=O)(=O)N2CCCCC2)cc1)c1nnc(-c2ccc(Cl)cc2)o1,-45
O=C(CCN1C(=O)C2C3C=CC(C3)C2C1=O)NCc1cccnc1 (stereo not given),8
O=S(=O)(c1ccc(F)cc1)N1CCC(O)(c2ccc3c(c2)OCO3)CC1,-4
Cc1cc(=O)oc2c(C)c(OCC(=O)N(C)C)ccc12,2
Cc1ccc2nc(-c3ccc(S(=O)(=O)N4CCOCC4)cc3)cn2c1,1
COc1ccc(S(C)(=O)=O)cc1S(C)(=O)=O,-14
O=C(Nc1cnc2ccccc2c1)c1ccco1,-34
NC(=O)COc1ccc(NC(=O)OCc2ccccc2)cc1,-29
CCN(CC)c1ccc(C(=O)OCC(=O)c2ccco2)cc1,-13
Cc1noc(C)c1S(=O)(=O)N1CCC(C(=O)N2CCN(c3ccccc3Cl)CC2)CC1,-48
CC1=C(C(=O)N2CCCCCC2)C2(CCC(C)CC2)OC1=O (stereo not given),-44
CC1CCCN(c2ccc(C(=O)NCc3cccs3)cn2)C1 (stereo not given),-4
O=C(CCN1C(=O)C2C3C=CC(C3)C2C1=O)NC1CCCc2ccccc21 (stereo not given),52
Cc1ccc2[nH]c(C(=O)O)c(NC(=O)CN3CCN(c4cccc(C)c4C)CC3)c2c1,-1
CCC(=O)Nc1sc2c(c1C#N)CC(C)(C)NC2(C)C,-24
COCCn1c(SCCN2CCCCC2)nc2ccccc2c1=O,1
Cn1c([N+](=O)[O-])cnc1COC(N)=O,-30
CCC(c1nnnn1CCOC)N1CCN(C(=O)c2ccco2)CC1 (stereo not given),-32
COc1ccc(-c2noc(-c3ccccc3-c3ccccc3)n2)cc1OC,-6
COc1ccc(-n2c(SC3CCOC3=O)nc3ccccc32)cc1 (stereo not given),18
COc1ccc(CCNC(=O)CN(C)S(=O)(=O)c2cccc3nsnc23)cc1OC,25
COc1cc(-c2nc(N)n[nH]2)cc(OC)c1OC,-11
CCN(CC)C(=O)N1CCC(NC(=O)c2ccccc2)CC1,-4
COc1ccc(N2CCN(S(=O)(=O)/C=C/c3ccccc3)CC2)cc1,-5
COc1ccc(CC(=O)NC(C)c2nnc(SCC(=O)Nc3nc(C)cs3)n2C)cc1 (stereo not given),-7
CCOC(=O)c1oc2ccccc2c1NC(=O)c1ccc(S(=O)(=O)N2CCCC2)cc1,-5
O=C(c1ccc(COc2c(F)c(F)cc(F)c2F)o1)N1CCN(c2ccc(Cl)cc2)CC1,2
O=C(CCNS(=O)(=O)c1cccc2nonc12)NC1CCCc2ccccc21 (stereo not given),-44
CCS(=O)(=O)c1nnnn1-c1ccccc1S(C)(=O)=O,-25
CCC(Sc1ccc2nnc(-c3ccc(F)cc3)n2n1)C(=O)O (stereo not given),13
CCOc1ccc(-c2nnc3ccc(SC)nn23)cc1,-11
COc1cccc(-c2cc(C(F)(F)F)nc(N3CCC(C)CC3)n2)c1,2
CC(C)(C)C1CCC2(CC1)C(C#N)=C(SCC(=O)NC1CCCCC1)NC(=O)C2C#N (stereo not given),19
Cc1nc(NC(=O)C23CCC(C)(C(=O)O2)C3(C)C)sc1C (stereo not given),-16
Cc1ccc(C)c(N2CCN(C(=O)c3cc4sccc4n3C)CC2)c1,-5
COC(=O)c1sc(NC(=O)CSc2nc3cccnc3n2C2CCCCC2)nc1C,-10
Cc1ccc(C)n1-c1ccc(C(=O)NCC2CCCO2)cc1 (stereo not given),93*
Cc1ccc(S(=O)(=O)N2CCOCC2)cc1C(=O)NC1CCCCC1,7
CCC(C(=O)NCc1ccco1)n1nc(-c2ccc(OC)cc2)ccc1=O (stereo not given),-11
CC(=O)c1cccc(NC(=O)CN2C(=O)COc3ccc(Cl)cc32)c1,4
C1CSC2(N1)C1CC3CC(C1)CC2C3 (stereo not given),-14
Clc1ccc(OCc2nnc(SCc3nc4ccccc4[nH]3)n2Cc2ccco2)cc1,-2
COc1ccc(OC)c(Nc2nc(-c3ccc(O)c(O)c3)cs2)c1,22
CCn1c(=O)n(CC(=O)Nc2cccc(OC)c2)c(=O)c2ccccc21,-22
O=C(CCN1C(=O)C2CC=C(Cl)CC2C1=O)NC1CCCCC1 (stereo not given),-18
Cc1ccc(C)c(CSc2nnc(-c3cccnc3)n2N)c1,-12

# (continued)
compound,GBA activity up
CC1CN(CCc2ccccc2)c2nc3c(c(=O)[nH]c(=O)n3C)n2C1 (stereo not given),-23
O=C(c1ccco1)N1CCN(S(=O)(=O)c2ccc(C3CCCCC3)cc2)CC1,-15
CCCn1c(=O)c2ccccc2n2c(SCC(=O)Nc3cc(C)on3)nnc12,-28
CCCCOc1ccc(NC(=O)c2cnc(C)cn2)cc1,-31
O=C(O)Cn1c(-c2ccccc2)nc2ccccc21,-9
CCCC(=O)Nc1nnc(-c2cccc(OCC)c2)s1,-4
CN(C)S(=O)(=O)c1ccccc1C#N,-29

# Among those listed so far, 14 contain a thiophene ring, fused or not.
compound,GBA activity up
O=C(Cc1ccccc1F)Nc1nc(-c2cccs2)cs1,1
CSc1nc(C)cc(OCNC(=O)c2cccs2)n1,1
Cc1ccc(OCC(=O)N2CCN(C(=O)c3cccs3)CC2)cc1,-21
O=C(CSc1nnc(-c2cccs2)o1)N1CCOCC1,4
O=C(O)c1cc(NCc2cccs2)ccc1N1CCOCC1,4
O=C(CCCc1c[nH]c2ccccc12)N1CCN(S(=O)(=O)c2cccs2)CC1,47
O=C(O)CSc1nnc(-c2cccs2)n1-c1ccc(Cl)cc1,-19
CCN(CC)c1ncccc1C(=O)NCc1cccs1,12
CN1C(=O)NC(c2ccc(O)cc2)C(C(=O)c2cccs2)C1(O)C(F)(F)F (stereo not given),-8
CSc1nc(NCc2ccco2)c2c3c(sc2n1)CN(C)CC3,-7
Cc1nc(SCC(=O)N2CCOCC2)c2ccsc2n1,-2
CC1CCCN(c2ccc(C(=O)NCc3cccs3)cn2)C1 (stereo not given),-4
CCC(=O)Nc1sc2c(c1C#N)CC(C)(C)NC2(C)C,-24
Cc1ccc(C)c(N2CCN(C(=O)c3cc4sccc4n3C)CC2)c1,-5

# A portion of the library. The share of hits here may be higher or lower than overall.
